High-throughput results (PubChem)
PPC-1+TRAIL kill – PPC-1 cancer cell killing with TRAIL present | PPC-1 cells + TRAIL, ATPLite viability luminescence | AID 1443 | cell killing (% activity), % at 4 µM | hit rate 0.41% among 220,000;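 active = cell killing above 50% in the first pass at 4 µM, then a duplicate retest at 5 µM averaging 50% or more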;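 also: plate controls were cells with TRAIL plus DMSO for no effect and medium-only wells lacking cells for full effect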
zfTRPN1 agonist – agonists of zebrafish TRPN1 channel | activation, % at 3 µM | AID 1424 | HEK293 zebrafish TRPN1-YFP, Fluo-8 calcium fluorescence; 100% = response to 87 µM carbachol | hit rate 0.18% among 220,000;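 active = activation above its plate's cutoff, the mean activation of test wells on that plate plus 3 SD, cut at about 19% in these data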;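 also: 0% = DMSO alone and 100% = 87 µM carbachol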
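Assay system: Zebrafish TRPN1-YFP in HEK293 cells | Incubation: Dye loading 1 h at 37 °C, then 30 min room temperature | Measured by: Kinetic Fluo-8 fluorescence, ex 470-495, em 515-575 nm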
p47phox inh – blocks human p47phox regulatory protein of NADPH oxidases | AID 1274 | inhibition, % at 24.7 µM | P14598 | hit rate 0.53% among 220,000 | p47phox/p22phox peptide binding, fluorescence polarization, 2 h;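 active = inhibition above about 30%, limit read from the data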;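 also: 0% = p47phox with labelled peptide and 100% = labelled peptide alone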
Runt-SMMHC FRET – Runt domain-CBFb-SMMHC interaction inhibition | Q01196+Q13951 | Cerulean-Runt/Venus-CBFb-SMMHC FRET ratio 530/480, 1 h | inhibition, % at 20 µM | hit rate 0.74% among 220,000;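 active = mean inhibition across duplicate retests at 20 µM reaching about 50%, limit read from the data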;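 also: 0% = DMSO wells and 100% = wells with excess untagged CBFb-SMMHC; inhibitors lower the FRET ratio by blocking Runt binding to CBFb-SMMHC; some results filed as inactive read as strong as hits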
TNF death inh – blocks TNF-alpha induced death of Jurkat FADD-/- cells; Jurkat FADD-/- TNF necroptosis rescue, ATP luminescence, 24 h; 0 = TNF only, 100 = no-TNF cells; activation (protection from cell death), % at 10 µM; hit rate 0.068% among 220,000;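 active = activation, meaning protection from cell death, of at least 50% relative to plate controls; inactive = activation below 50%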;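 also: necroptosis triggered by 40 ng/mL TNF-alpha added together with compound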
CHOP inh – CHOP inhibition in unfolded protein response; CHO-K1 CHOP-promoter luciferase, tunicamycin-induced, 15-18 h; inhibition, % at 10 µM; hit rate 3.8% among 220,000; AID 2732;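 active = compounds that reduced the stress-induced luciferase reporter signal by more than about 70% of percent inhibition, limit read from the data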;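 also: 0% = tunicamycin plus vehicle and 100% = wells without tunicamycin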
TRPML3 ag – human mucolipin-3 channel agonism; HEK293 TRPML3-YFP, Fluo-8 calcium fluorescence; 100% = the carbachol control signal; hit rate 0.29% among 220,000; activation, % at 3 µM; Q8TDD5;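 active = activation above its plate's cutoff, the mean activation of the plate's test wells plus 3 SD, cut at about 12% in these data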;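 also: 0% = DMSO only wells and 100% = carbachol wells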
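Material: TRPML3-YFP stable HEK293 cells | Dosing: One concentration, 3 µM nominal, 0.3% DMSO | Timing: 125 s total fluorescence read per well | Technique: Fluo-8 calcium dye fluorescence, ex 470-495, em 515-575 nm | Measure: Percent activation from peak-to-basal fluorescence ratio, scaled between DMSO and carbachol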
Mdm2 ligase inh – inhibitors of human Mdm2 E3 ubiquitin ligase | Q00987 | hit rate 0.11% among 210,000 | AID 1230 | signal enhancement, % at 5 µM | cell-based MDM2 ubiquitination luciferase reporter, 2 h; 0 = plate control, 100 = twice control, blank-subtracted;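 active = signal enhancement of 30% or more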;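 also: luminescence tracks abundance of the self-degrading MDM2-luciferase fusion protein; higher signal means inhibition of MDM2 E3 ligase activity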
Target sequence (Q00987 whole entry, looked up, the tested form may be a part): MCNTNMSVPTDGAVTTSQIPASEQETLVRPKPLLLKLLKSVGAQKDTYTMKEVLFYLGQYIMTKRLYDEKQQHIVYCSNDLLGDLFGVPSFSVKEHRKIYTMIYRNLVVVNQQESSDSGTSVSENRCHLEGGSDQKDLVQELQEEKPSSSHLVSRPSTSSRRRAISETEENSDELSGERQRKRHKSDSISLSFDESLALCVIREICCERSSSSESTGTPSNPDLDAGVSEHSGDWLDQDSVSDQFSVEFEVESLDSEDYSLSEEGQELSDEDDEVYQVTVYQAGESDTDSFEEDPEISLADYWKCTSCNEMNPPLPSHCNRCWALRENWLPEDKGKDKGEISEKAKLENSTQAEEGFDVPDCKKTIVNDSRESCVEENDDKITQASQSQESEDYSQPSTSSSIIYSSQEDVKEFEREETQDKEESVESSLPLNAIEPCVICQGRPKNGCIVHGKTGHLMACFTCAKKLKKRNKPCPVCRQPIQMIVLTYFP
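Buffer or medium: Cells held in DMEM | Assay system: Stable mammalian line carrying autodegrading MDM2–luciferase fusion reporter | Quantity: 2000 cells/well | Times: 4 h settle plus 2 h compound, 37 °C | Doses: One concentration, 5 µM, with 0.2% DMSO | Technique: Luminescence with SteadyLite reagent, 15 min at room temperature | Benchmarks: Plate controls and plate blanks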
EBV gp42 inh – inhibitors of Epstein-Barr virus glycoprotein 42; hit rate 0.42% among 220,000; Q1HVG2; Fluorescence polarization binding assay, mP read-out; inhibition, % (tested at 21.74 µM); in the data active = inhibition above about 50%
Target sequence (Q1HVG2 whole entry, looked up): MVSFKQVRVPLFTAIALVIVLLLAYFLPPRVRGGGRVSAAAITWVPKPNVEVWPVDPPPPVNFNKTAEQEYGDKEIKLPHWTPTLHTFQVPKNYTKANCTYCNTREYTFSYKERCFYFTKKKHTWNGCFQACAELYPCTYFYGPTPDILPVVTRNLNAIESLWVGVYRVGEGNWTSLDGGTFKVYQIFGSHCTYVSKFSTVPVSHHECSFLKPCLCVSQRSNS
Starred values were filed as active, the others as inactive; · = not tested or not shown; [ ] = remark or other dose.

item	SMILES	PPC-1+TRAIL kill	zfTRPN1 agonist	p47phox inh	Runt-SMMHC FRET	TNF death inh
1	C/C(CC(=O)Nc1cccc(Cl)c1Cl)=N\NC(=O)c1ccccc1N	9	-0.2	1	2	-2.4
2	O=C(O)/C=C/c1ccc(S(=O)(=O)Nc2ccc(C(=O)NCC(=O)O)cc2)cc1	-1	0.1	-5	2	0.5
3	COC(=O)CSc1snnc1-c1ccc(Cl)c(Cl)c1	9	-0.8	0	2	-1.3
4	CC(C)OC(=O)CSc1nc(N)c(C#N)c(-c2ccco2)c1C#N	20	-0.6	-25	-61	0.3
5	C/C(CC(=O)Nc1ccc(Cl)cc1Cl)=N\NC(=O)c1ccco1	-4	1.9	-2	2	0.2
6	O=S(=O)(c1ccc(Cl)cc1)N1CCC(n2cccc2)CC1	-29	-1.1	-4	-5	2.6
7	CC1=NN=C(c2ccccc2)C(c2c[nH]c3ccccc23)N1O (configuration not stated)	4	0.3	-4	2	0.5
8	C/C(=N\Nc1nc2ccccc2[nH]1)c1cc2ccccc2o1	14	-3.0	-10	2	5.4
9	CC(C)C(OC(=O)c1cc2occc2n1C)C(=O)NCc1ccc2c(c1)OCO2 (configuration not stated)	12	-0.5	-9	-3	0.4
10	CCCCOP(=O)(OCCCC)C(O)c1ccc(N(C)C)cc1 (configuration not stated)	16	1.0	-11	-11	-0.3
11	Cc1ccc(SCC(=O)OCn2nnc3ccccc3c2=O)cc1C	-3	-1.2	-12	3	0.2
12	COc1ccc(C2CC(c3ccc(F)cc3)n3nc(NS(C)(=O)=O)nc3N2)cc1 (configuration not stated)	8	-0.6	-2	0	0.8

item	CHOP inh	TRPML3 ag	Mdm2 ligase inh	EBV gp42 inh
1	40	0.4	-2	-15
2	2	1.1	-11	-6
3	42	0.1	-6	5
4	18	-0.1	-28	-21
5	0	0.5	-15	-5
6	12	-0.4	-3	-18
7	-29	0.6	2	2
8	-17	0.3	-13	-7
9	12	-1.1	6	-8
10	7	0.5	-5	-9
11	-8	-0.2	-1	4
12	24	1.1	-5	-2

(cont.)
item	SMILES	PPC-1+TRAIL kill	zfTRPN1 agonist	p47phox inh	Runt-SMMHC FRET	TNF death inh
13	Cn1cc(Cl)c(C(=O)NNC(=S)Nc2cccc(Cl)c2)n1	18	-0.9	-8	3	-0.1
14	COc1c(C)cc(S(=O)(=O)N2CCOCC2)c(C)c1C	12	0.2	6	0	-0.8
15	CCOC(=O)c1sc2nc(CSc3ccccc3)nc(NCCN(C)C)c2c1C	8	1.7	-19	-3	3.9
16	COc1cc(NC(=S)Nc2ccc3c(c2)OCCO3)cc(OC)c1OC	11	-1.4	-14	-2	-1.0
17	O=C(Cn1cc[n+](CC(=O)c2ccccc2)c1)c1ccccc1	-2	-0.5	-3	-3	-1.6
18	Cc1cccc(C)c1NC(=O)C[n+]1cc(-c2ccccc2)n2c1CCC2	-4	0.1	0	3	0.4
19	CCOC(=O)N1CCC(NC(=O)Cn2ncc3c4ccccc4n(C)c3c2=O)CC1	15	0.2	-7	-2	-0.1
20	O=C(NC1CCCCC1)C1CCN(C(=O)c2ccc(-c3ccccc3)cc2)CC1	2	-0.6	-3	4	1.0
21	COc1cc(/C=C(/C#N)C(=O)Nc2ccc(Cl)cc2)ccc1Oc1nc(Cl)ncc1F	25	0.9	-15	3	-0.1
22	O=[N+]([O-])c1ccccc1Oc1ncccc1[N+](=O)[O-]	2	-2.4	3	1	-5.4
23	O=c1c2cc(-c3ccccc3)sc2nc2n1CCC2	45	0.5	3	0	-0.3
24	CCOC(=O)C1=C(Nc2ccc(Br)cc2)CC(C)(O)C(C(=O)OCC)C1c1ccccc1 (configuration not stated)	11	1.6	-11	2	-3.5

item	CHOP inh	TRPML3 ag	Mdm2 ligase inh	EBV gp42 inh
13	9	0.8	-24	-7
14	8	0.8	-3	-14
15	27	1.2	-3	-5
16	2	0.6	-10	2
17	-17	0.6	-11	0
18	13	0.3	-11	-12
19	21	0.9	4	-5
20	22	0.3	-6	-15
21	38	0.8	·	-18
22	-18	-0.7	-16	-12
23	35	0.8	-22	5
24	26	-0.7	-24	-24

(more compounds)
item	SMILES	PPC-1+TRAIL kill	zfTRPN1 agonist	p47phox inh	Runt-SMMHC FRET	TNF death inh
25	CC(=O)COc1ccc2c3c(c(=O)oc2c1)CCCC3	23	1.7	-8	46	-0.9
26	COc1ccc(/C=C2/C(=O)OCc3cc(OC)c(OC)cc32)cc1	-8	0.9	-4	1	-9.8
27	CCOC(=O)c1ccc(N2CCN(C(C)=O)CC2)c(NC(=O)c2cccnc2)c1	6	0.2	-3	2	-1.0
28	O=C(Nc1ccccn1)c1cc2ccccc2o1	81*[5 µM]	0.7	4	3	-10
29	CCOC(=O)c1c(=O)n(O)c2ccc(C)cc2[n+]1[O-]	16	0.2	-11	-70	-0.1
30	COc1cccc(NC(=O)Nc2ccccc2Br)c1	-4	-1.5	-1	-3	0.2
31	Cc1cccc(NC(=O)CSc2ccc(-c3ccco3)nn2)c1	34	1.1	-29	15	2.0
32	O=C(CSc1ccccn1)Nc1ccc2ccccc2c1	2	-1.4	-4	1	2.2
33	Cc1ccc(CN2CCN(Cc3ccc4c(c3)OCCO4)CC2CCO)cc1 (configuration not stated)	19	-1.0	-13	0	1.9
34	Cc1cccc(NC(=S)/N=C(\N)Nc2nc(C)c3ccccc3n2)c1	6	-1.9	-2	3	1.3
35	COc1ccccc1CN1CCCC(C(=O)N2CCCCC2)C1 (configuration not stated)	10	1.4	-11	3	0.6
36	COc1ccc(S(=O)(=O)Nc2cc(C(C)C)c(O)cc2C)cc1	-6	-0.6	11	-1	-0.5

item	CHOP inh	TRPML3 ag	Mdm2 ligase inh	EBV gp42 inh
25	-10	0.9	-20	-6
26	34	0.0	-3	-1
27	6	1.4	4	-17
28	50	0.5	-85	-2
29	20	1.1	-11	-15
30	5	-0.2	-26	6
31	10	2.2	-8	-7
32	-26	0.2	-15	-2
33	19	1.1	-22	-15
34	18	-0.1	20	-7
35	6	0.7	-55	-14
36	20	-1.1	-6	6

Remaining list, next part.
item	SMILES	PPC-1+TRAIL kill	zfTRPN1 agonist	p47phox inh	Runt-SMMHC FRET	TNF death inh
37	CC(=O)Nc1cccc(N(C)C)c1	-20	2.8	-17	2	1.0
38	O=C(c1ccccc1C(F)(F)F)N1CCN(S(=O)(=O)c2ccccc2)CC1	-2	0.8	-2	-1	-1.5
39	Cc1cc(C(=O)c2ccc(Cl)cc2)c(NC(=O)CCl)s1	10	-1.1	-7	-3	-7.1
40	O=C(Nc1cccc(C(F)(F)F)c1)C1CCCN(S(=O)(=O)c2cnc[nH]2)C1 (configuration not stated)	-1	0.7	10	-7	0.6
41	O=C(COC(=O)c1ccco1)Nc1ccc2c(c1)OCCO2	30	0.8	-3	-5	-2.8
42	CN(C)c1ccc(/C=N/OC(=O)Nc2ccccc2Cl)cc1	7	0.7	4	-1	-8.8
43	O=C(CSc1nnc2ccccn12)Nc1cccc(-c2nc3ccccc3s2)c1	8	0.4	6	-7	-1.3
44	CN1CCC(OC(c2ccccc2)c2ccccc2)CC1	11	0.5	-3	-3	4.2
45	CN(NC(=O)COc1ccccc1)C1=NS(=O)(=O)c2ccccc21	·	2.2	-8	·	0.3
46	CCCCC(=O)Nc1ccc(C(N)=O)cc1	22	0.1	-7	-5	-0.6
47	COc1ccccc1OCC(=O)OC/C(O)=C(\C#N)c1nc2ccccc2[nH]1	17	0.1	-32	0	-0.2
48	CCOC(=O)c1sc2nc(C)nc(Nc3ccc(OC)c(OC)c3)c2c1C	-12	2.4	-4	-12	1.9
49	Nc1c(-c2cccc(Cl)c2)cnn1-c1cccc([N+](=O)[O-])c1	4	0.0	-11	-1	-1.2
50	COC(=O)C1CCN(c2cc(Cl)nc(N)n2)CC1	-7	0.7	0	-1	0.0
51	CC(NC(=O)/C(C#N)=C/c1ccco1)c1ccccc1 (configuration not stated)	3	1.2	-3	-2	5.3

item	CHOP inh	TRPML3 ag	Mdm2 ligase inh	EBV gp42 inh
37	-1	1.0	-24	-15
38	-4	1.4	-15	-6
39	63	1.0	-16	-1
40	-3	0.4	3	-11
41	-4	0.2	-3	-19
42	-27	0.8	-24	-1
43	93*	0.2	-8	5
44	-4	0.1	·	8
45	2	0.7	-9	-8
46	7	1.3	8	-31
47	-26	0.6	-4	-12
48	23	0.4	-4	5
49	5	0.9	-4	-8
50	9	-0.2	-6	-2
51	-3	-0.4	-16	-12

Rewritten with tabs: four of the compounds above.
#	structure	PPC-1+TRAIL kill	zfTRPN1 agonist	p47phox inh	Runt-SMMHC FRET	TNF death inh	CHOP inh	TRPML3 ag	Mdm2 ligase inh	EBV gp42 inh
47	COc1ccccc1OCC(=O)OC/C(O)=C(\C#N)c1nc2ccccc2[nH]1	17	0.1	-32	0	-0.2	-26	0.6	-4	-12
48	CCOC(=O)c1sc2nc(C)nc(Nc3ccc(OC)c(OC)c3)c2c1C	-12	2.4	-4	-12	1.9	23	0.4	-4	5
49	Nc1c(-c2cccc(Cl)c2)cnn1-c1cccc([N+](=O)[O-])c1	4	0.0	-11	-1	-1.2	5	0.9	-4	-8
50	COC(=O)C1CCN(c2cc(Cl)nc(N)n2)CC1	-7	0.7	0	-1	0.0	9	-0.2	-6	-2
